GSTO1 inh: GSTO1 inhibition, counter-screen for RBBP9 inhibitors. AID 1974. P78417. hit rate 1.1% among 300,000. inhibition, % at 5.96 µM. recombinant GSTO1, activity-based probe fluorescence polarization;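 active = inhibition above the campaign mean inhibition plus 3 SD, cut at about 35% in these data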;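 note: 0% = GSTO1-1 with DMSO and 100% = wells lacking GSTO1-1 enzyme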
ZTA DNA inh: ZTA (EBV) inhibition in EBNA-1 counter-screen | AID 2234 | inhibition, % at 11 µM | ZTA-DNA binding, fluorescence polarization | P03206 | hit rate 0.15% among 320,000; in the data active = inhibition above about 33%
PAD4 FP inh: PAD4 (human) enzyme inhibition; Q9UM07; recombinant PAD4, RCA probe fluorescence polarization; inhibition, % at 6.36 µM; hit rate 0.41% among 330,000; AID 485272;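 active = percent inhibition above a cutoff equal to the mean of all tested compounds plus 3 SD, cut at about 15% in these data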;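 note: 0% = PAD4 with RCA probe and DMSO and 100% = probe without PAD4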
Target sequence (Q9UM07 whole entry, looked up): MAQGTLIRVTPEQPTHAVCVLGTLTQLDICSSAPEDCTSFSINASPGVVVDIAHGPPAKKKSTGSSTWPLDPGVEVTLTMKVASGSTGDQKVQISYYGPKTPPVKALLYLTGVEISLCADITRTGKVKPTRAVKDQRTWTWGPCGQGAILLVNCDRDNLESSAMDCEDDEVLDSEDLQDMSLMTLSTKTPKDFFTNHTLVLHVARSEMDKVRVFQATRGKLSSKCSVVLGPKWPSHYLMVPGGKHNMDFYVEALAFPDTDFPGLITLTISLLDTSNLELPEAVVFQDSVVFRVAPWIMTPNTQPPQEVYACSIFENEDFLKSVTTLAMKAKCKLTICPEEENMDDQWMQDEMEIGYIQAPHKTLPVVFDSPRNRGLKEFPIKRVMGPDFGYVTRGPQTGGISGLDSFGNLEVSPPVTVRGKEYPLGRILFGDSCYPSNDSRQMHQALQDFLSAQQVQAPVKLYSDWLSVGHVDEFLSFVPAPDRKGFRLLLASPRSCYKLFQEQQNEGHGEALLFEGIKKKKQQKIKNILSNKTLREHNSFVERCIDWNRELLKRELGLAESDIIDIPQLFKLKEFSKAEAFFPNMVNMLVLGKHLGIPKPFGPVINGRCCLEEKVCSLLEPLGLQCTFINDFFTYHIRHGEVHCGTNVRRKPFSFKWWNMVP
PAFAH2 FP inh: PAFAH2 (human) inhibition | inhibition, % at 3.39 µM | Q99487 | hit rate 0.99% among 340,000 | recombinant PAFAH2, FP-rhodamine activity probe, fluorescence polarization;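 active = inhibition above the mean over all tested compounds plus 3 SD, cut at about 30% in these data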;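 note: inhibitors block probe labeling of enzyme so polarization drops; 0% = enzyme with DMSO and 100% = wells lacking PAFAH2 protein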
PAFAH1B3 inh: blocks human PAF acetylhydrolase 1B catalytic subunit 3; Q15102; recombinant PAFAH1B3, FP-rhodamine probe, fluorescence polarization; inhibition, % at 3.39 µM; hit rate 0.28% among 340,000; AID 492972;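 active = inhibition above the screen-wide average of all tested compounds plus 3 SD, cut at about 25% in these data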;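 note: 0% = enzyme with DMSO only and 100% = wells lacking PAFAH1B3 protein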
Target sequence (Q15102 whole entry, looked up): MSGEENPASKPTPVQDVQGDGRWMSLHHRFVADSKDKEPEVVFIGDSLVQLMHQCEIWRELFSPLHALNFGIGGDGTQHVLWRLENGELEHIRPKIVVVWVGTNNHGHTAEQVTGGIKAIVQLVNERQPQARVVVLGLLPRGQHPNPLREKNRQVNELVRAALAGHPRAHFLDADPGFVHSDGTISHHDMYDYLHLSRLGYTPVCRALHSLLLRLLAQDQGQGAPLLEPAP
LYPLA2 inh: counter-screen for PME1 inhibitors: inhibitors of human LYPLA2 | recombinant LYPLA2, FP-Rh probe fluorescence polarization | inhibition, % at 5.9 µM | hit rate 0.38% among 320,000 | AID 2177;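 active = inhibition above the screen-wide mean plus 3 SD, limit set per campaign, cut at about 26% in these data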;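 note: 0% = LYPLA2 with DMSO and 100% = wells lacking LYPLA2 enzyme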
LYPLA1 counter: LYPLA1 (human) inhibition in PME1 counter-screen. O75608. recombinant LYPLA1, FP-Rh probe fluorescence polarization. inhibition, % at 5.9 µM. hit rate 0.16% among 320,000. AID 2174;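 active = inhibition above the mean of all tested compounds plus 3 SD, set per campaign, cut at about 14% in these data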;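 note: inhibitors block serine hydrolase probe labeling of LYPLA1 so polarization falls; 0% = enzyme with DMSO and 100% = wells lacking LYPLA1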
PREPL inh: human PREPL enzyme inhibition; Q4J6C6; recombinant PREPL, fluorescence polarization activity-based probe; inhibition, % at 5.96 µM; hit rate 0.68% among 320,000; in the data active = inhibition above about 43%;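 note: 0% = enzyme with DMSO and 100% = wells lacking enzyme; many of its hits are not listed in these tables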
EBNA-1 inh: blocks EBNA-1 binding to DNA | EBNA-1 DNA binding, fluorescence polarization | inhibition, % at 14.8 µM | hit rate 0.34% among 300,000 | AID 1950; in the data active = inhibition above about 28%
The depositor's hits bear a star; nt = no result given; & = joins results of further samples. An excerpt (hit frequency here may not be typical).

SMILES	GSTO1 inh	ZTA DNA inh	PAD4 FP inh	PAFAH2 FP inh	PAFAH1B3 inh	LYPLA2 inh	LYPLA1 counter	PREPL inh	EBNA-1 inh
Cc1ccc(/C=C/C(=O)NCCCN2CCN(CCCNC(=O)/C=C/c3ccc(C)cc3)CC2)cc1	1	1	2	4	8	3	2	-4	7
Cc1nn2c(NCc3ccccn3)cc(C(C)C)nc2c1-c1ccccc1	6	15	0	9	8	-2	-2	9	-5
CC(C)(C)c1cc[n+](-c2[nH]c(=O)sc2/C=N/NC([S-])=Nc2ccccc2)cc1	31	-14	17*	6	6	8	4	23	0
COC(=O)C1=C(N)OC2=C(C(=O)CC(C)(C)C2)C1c1ccoc1 (stereo unspecified)	9	-4	-2	2	6	1	-1	-1	-2
CC(C)(C)n1nc2c(c1NC(=O)c1ccc(Br)cc1)CS(=O)C2 (stereo unspecified)	0	10	-3	-4	-1	6	0	-3	1
COc1ccc2ccccc2c1CNc1nnnn1C	4	-10	0	6	2	6	5	6	1
CCOCCCNC(=O)c1[nH]c(C)c(C(C)=O)c1C	6	-1	2	4	-2	1	-5	1	7
CC(=O)Nc1cccc(C(=O)N/N=C/c2cccc(C)n2)c1	12	-10	0	-5	-2	3	-4	6	-7
CCN(C(=O)N1CCOCC1)c1ccccc1C	6	-5	0	-5	9	4	0	7	1
COC(=O)c1ccc(CNC(=O)COC(=O)C2CCC(C(C)(C)C)CC2)cc1 (stereo unspecified)	-6	1	-6	5	7	-3	-1	-1	-12
CCOc1ccc(N2C(=O)CC(N)C2=O)cc1 (stereo unspecified)	-1	-5	-2	1	0	0	-1	-1	8
COc1ccc(C(=O)C[n+]2cc(-c3ccc(OC)cc3)n3c2CCCC3)cc1	-5&9	-3&-15	-1&-6	2&4	3&-2	1&5	-2&3	8&23	0&-9
Cn1c2c(c(O)c(-c3ccccc3)c1=O)C(=O)CC(C)(C)C2	-6	9	-3	4	1	5	2	-2	2
CC1=CCC2C(=O)N(CCc3c[nH]c4ccccc34)C(=O)C2C1 (stereo unspecified)	-10	3	3	3	7	-2	-7	10	-4
O=C(NN1CCOCC1)c1ccc(Cl)cc1Cl	7	1	1	8	-1	4	1	-3	-8
CC(=O)NCCOC(=O)Nc1cccnc1	2	4	-2	-7	3	-2	-4	-9	-10
COc1ccc(CCNC(=O)CSc2nnc3ccc(-c4cccnc4)nn23)cc1OC	14	9	-11	2	3	-10	-5	-1	-9
Cc1ccc(N(CC(=O)Nc2ccc3c(c2)OCCO3)S(=O)(=O)c2c(C)n[nH]c2C)cc1	1	-4	-2	-1	-4	2	-1	-21	-3
Cc1ccc(Cn2c([N+](=O)[O-])cnc2C)cc1	6	3	-1	0	5	-5	-3	5	-3
CCOc1ccccc1NC(=O)CSc1nnc(CNC(=O)c2ccccc2F)o1	4	15	5	-6	5	6	2	-3	9
COc1cccc(NC(=O)CNC(=O)Cn2cnc3sc4c(c3c2=O)CCCC4)c1	5	-12	1	2	2	2	-1	6	6
CN(C(=O)COC(=O)COc1ccccc1Cc1ccccc1)c1ccccc1	9	-13	0	7	-5	0	1	0	-10
CSCCC(NC(=O)COc1ccccc1)C(=O)O (stereo unspecified)	3	10	3	-4	6	-3	7	5	-9
O=C1CC(c2ccc(S(=O)(=O)N3CCCCC3)cc2)CN1 (stereo unspecified)	6	-14	1	0	9	1	0	15	-3

Single records (already shown). Values in the order: GSTO1 inh, ZTA DNA inh, PAD4 FP inh, PAFAH2 FP inh, PAFAH1B3 inh, LYPLA2 inh, LYPLA1 counter, PREPL inh, EBNA-1 inh
COc1ccc(CCNC(=O)CSc2nnc3ccc(-c4cccnc4)nn23)cc1OC as listed: 14, 9, -11, 2, 3, -10, -5, -1, -9
O=C1CC(c2ccc(S(=O)(=O)N3CCCCC3)cc2)CN1 (stereo unspecified) as listed: 6, -14, 1, 0, 9, 1, 0, 15, -3
Cc1ccc(Cn2c([N+](=O)[O-])cnc2C)cc1 as listed: 6, 3, -1, 0, 5, -5, -3, 5, -3
CC1=CCC2C(=O)N(CCc3c[nH]c4ccccc34)C(=O)C2C1 (stereo unspecified) as listed: -10, 3, 3, 3, 7, -2, -7, 10, -4
Cc1ccc(N(CC(=O)Nc2ccc3c(c2)OCCO3)S(=O)(=O)c2c(C)n[nH]c2C)cc1 as listed: 1, -4, -2, -1, -4, 2, -1, -21, -3

(more compounds)
SMILES	GSTO1 inh	ZTA DNA inh	PAD4 FP inh	PAFAH2 FP inh	PAFAH1B3 inh	LYPLA2 inh	LYPLA1 counter	PREPL inh	EBNA-1 inh
CCCCN(C)C(=O)C1CCN(C/C(C)=C/c2ccccc2)CC1	1	1	3	-2	3	-6	0	25	-5
NS(=O)(=O)c1ccc(NC(=S)N2CCN(Cc3ccc(Cl)c(Cl)c3)CC2)cc1	-2	6	2	nt	nt	6	0	-3	5
CC(=O)Nc1ccc(S(=O)(=O)Nc2ccc(Cl)cn2)cc1	2	8	1	6	2	6	-2	-2	0
CN(C)C(=O)N1CCCC(C(=O)NCc2ccccc2Cl)C1 (stereo unspecified)	8	4	-1	2	-3	0	1	4	4
CCOc1ccc(S(=O)(=O)NCc2cccnc2)cc1NC(=O)c1ccccc1F	2	-7	0	1	2	-3	-3	-3	3
COc1ccc(C2C(C(=O)c3ccc(C)o3)=C(O)C(=O)N2c2cc(C)on2)cc1OC (stereo unspecified)	-2	12	-6	-2	8	5	3	2	7
CN(C1CCS(=O)(=O)C1)S(=O)(=O)c1ccccc1[N+](=O)[O-] (stereo unspecified)	-1	-2	-2	0	-3	-2	5	-11	-5
CCNc1nc(NCc2ccccc2)nc(SCC(=O)Nc2ccccc2)n1	6	-15	-5	2	-4	-4	-3	-26	10
COc1cc2c(cc1OC)C(c1ccc(Cl)cc1)=NCC2	4	-5	-1	-4	1	2	-1	5	-4
CC1=C(C(=O)Nc2ccccc2)C(c2ccc(C)o2)N2C(=O)CSC2=N1 (stereo unspecified)	10	-9	3	nt	nt	-7	0	-1	-3
CN(C)S(=O)(=O)c1ccc(Cl)c(C(=O)NNC(=O)c2ccc3c(c2)OCO3)c1	nt	0	3	-10	7	0	-3	1	nt
NCCNC(=O)c1ncsc1-c1cccc(F)c1	9	13	1	10	5	-1	2	5	-7
O=C(CCOc1ccccc1)Nc1cccc(S(=O)(=O)Nc2ccccc2Cl)c1	19	-13	-1	4	7	-23	-9	-2	-21
CC(N=c1ccccn1C(=O)Nc1ccc(F)cc1)c1ccco1 (stereo unspecified)	16	-4	2	-8	0	-5	0	-9	-3
O=C(NC1CCCC1)C(c1cccs1)N(Cc1ccco1)C(=O)Cn1nnc(-c2cccs2)n1 (stereo unspecified)	1	-14	0	0	11	3	0	-14	2
CCOc1ccc(C2C(C(=O)c3ccc(C)o3)=C(O)C(=O)N2CCCN(CC)CC)cc1 (stereo unspecified)	1	-9	-5	14	2	3	-2	-1	9
Cc1ccc(C)c(N(CC(=O)N2CCc3ccccc3C2)S(C)(=O)=O)c1	4	-19	3	-4	0	1	2	-11	-5
Cc1ccc(NC(=O)c2cc(NC(=O)c3ccco3)ccc2N2CCOCC2)cc1Cl	4	5	-7	-1	-1	-8	-4	1	5
CN(C(=O)CCc1ccccc1F)C1CCCN(Cc2ccccc2F)C1 (stereo unspecified)	0	0	2	1	6	0	1	5	-17
COc1ccccc1CNC(=O)C(NS(=O)(=O)c1cccc2nsnc12)C(C)C (stereo unspecified)	-15	-7	-2	2	6	2	5	13	-10
CNc1ccc(Br)cc(C(=O)/C=C/c2cccc(OC)c2)c1=O	36*	0	-4	27	11	3	-4	3	10
O=C1COc2ccc(S(=O)(=O)CCC(=O)N3CCN(c4cccc(C(F)(F)F)c4)CC3)cc2N1	0	5	2	-4	3	22	0	-8	7
Cc1ccc(Cl)c(OCC(O)CN(CCO)CCO)c1 (stereo unspecified)	-5	6	-3	-3	3	2	2	-11	3
COC(=O)Nc1nc(-c2ccc(F)cc2)c(C)s1	-9	11	0	-11	8	0	-2	7	-4

Only GSTO1 inh (4 entries from above):
SMILES,GSTO1 inh
COc1ccccc1CNC(=O)C(NS(=O)(=O)c1cccc2nsnc12)C(C)C (stereo unspecified),-15
CNc1ccc(Br)cc(C(=O)/C=C/c2cccc(OC)c2)c1=O,36*
O=C1COc2ccc(S(=O)(=O)CCC(=O)N3CCN(c4cccc(C(F)(F)F)c4)CC3)cc2N1,0
Cc1ccc(Cl)c(OCC(O)CN(CCO)CCO)c1 (stereo unspecified),-5

Remaining list, next part
SMILES	GSTO1 inh	ZTA DNA inh	PAD4 FP inh	PAFAH2 FP inh	PAFAH1B3 inh	LYPLA2 inh	LYPLA1 counter	PREPL inh	EBNA-1 inh
C(=N\Nc1nc2ccccc2[nH]1)/c1c[nH]c2ccccc12	-10	9	-6	6	15	4	1	49*	7
Cc1ccc(CC(=O)O/N=C(\N)c2ccccn2)cc1	5	-27	0	2	10	-3	-1	0	-12
O=C(Cc1ccc(Cl)cc1)Nc1ccc2oc(-c3ccncc3)nc2c1	3	5	0	2	6	2	1	0	-7
COc1ccc2c(c1)OC1=C(C(=O)CCC1)C2C1=C(O)CCCC1=O (stereo unspecified)	-1	8	-3	-2	-5	-2	3	-7	15
CN1C(=O)C(CC(=O)Nc2ccc(F)cc2)N(Cc2cccs2)C1=S (stereo unspecified)	-7	3	-1	-4	5	0	-3	-5	3
NC(=O)COC(=O)c1cc(S(=O)(=O)N2CCN(c3ccccc3)CC2)ccc1Cl	-2	-6	-4	5	9	6	-1	-23	-4
CCOc1ccc(C(=O)NCC(=O)NNC(=O)CN(C)S(=O)(=O)c2ccc(Cl)cc2)cc1	-4	-13	-7	2	9	7	1	-2	-11
Cc1cccc2c(=O)cc(C)n(Cc3ccccc3)c12	3	-8	-1	-2	9	-9	-7	14	2
CCC(C)N1C(=O)CN(C2CCCCCC2)C(=O)C1c1ccccc1F (stereo unspecified)	5	18	-4	3	-2	0	-3	-9	-6
CN=C1S/C(=C\c2ccc(O)c(Br)c2)C(=O)N1C	6	-12	-1	0	7	-2	-1	11	-8
O=C(Nc1cccc2ncccc12)C12CC3CC(CC(C3)C1)C2	-6	-2	-4	2	14	-3	-3	6	-8
O=C(CN1C(=O)C2C3C=CC(C3)C2C1=O)N1CC(=O)N(CCc2ccccc2)C(=O)C1 (stereo unspecified)	4	-11	-6	-4	1	2	6	1	-8
Cc1cc(C)n(Cc2ccc(C(=O)NCCC3=CCCCC3)o2)n1	2	-8	0	8	8	3	-2	3	2
Cc1ccc(NC(=S)NC2CCN(Cc3ccccc3)CC2)c(C)c1	-1	3	-5	4	-1	-2	0	0	-8

Compound activity deposited in PubChem by The Scripps Research Institute Molecular Screening Center.
